High-throughput results as filed in PubChem.
PGK inhibitor = inhibitors of T. brucei phosphoglycerate kinase. Potency, µM (top dose mostly 57.5 µM), without a hit: top-dose activity change, negative = inhibition, hits mostly inhibitors. PGK/GAPDH coupled, Kinase-Glo luminescence, 60 min. 380,000 tested, 0.043% active; further: potency means the concentration at half of the fitted maximal effect; on the % scale 0 is the no-effect control and ±100 the full control effect; nearly all actives have a fitted effect of over 60% in size
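Recombinant glycosomal PGK reaction used 1,3-bisphosphoglycerate generated in-well by GAPDH (100nM final) in 100mM TEA pH 7.6, 5mM MgCl2, 0.01% Tween-20. After 60 minutes at room temperature, ATP was read by Kinase-Glo Plus luminescence end-point.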
Apoferritin bind = candidate novel general anesthetic via apoferritin binding; P02791; Potency, µM (highest dose often 77.5 µM), for the others: at the highest dose activity change, negative = displacement, usual class: inhibitors; 350,000 tested, 0.074% active; apoferritin/1-aminoanthracene competitive binding, fluorescence; further: potency means the concentration at half of the fitted maximal effect; on the % scale 0 is the no-effect control and ±100 the full control effect; nearly all actives have a fitted effect of over 20% in size
Target sequence (P02791 2-175 limits assumed): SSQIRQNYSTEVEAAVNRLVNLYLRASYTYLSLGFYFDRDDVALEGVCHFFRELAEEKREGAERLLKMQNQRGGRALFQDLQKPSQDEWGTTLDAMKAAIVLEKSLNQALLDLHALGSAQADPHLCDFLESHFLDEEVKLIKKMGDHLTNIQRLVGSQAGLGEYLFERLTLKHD
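Read-out: endpoint 1-AMA fluorescence, excitation 380 nm and emission 535 nm, after compounds sit 10 min at room temperature with 10 uM horse-spleen apoferritin in 50% saturated 1-AMA/PBS. Values come from four-parameter Hill fits.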
RXFP1 antag = blocks the human relaxin receptor RXFP1; Q9HBX9; HEK293-RXFP1, relaxin-stimulated cAMP HTRF, 30 min; hits give low values; activity change, negative = inhibition, % at 57.5 µM; 350,000 tested, 0.59% active; AID 1259400;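 active means activity change of -60% or lower, but not beyond a set lower limit; inconclusive means change between -60% and -40%, or beyond the set limit; inactive means change above -40%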; further: on the % scale 0 is the no-effect control and ±100 the full control effect
BLM helicase inh = Bloom syndrome helicase (human) inhibition | P54132 | 350,000 tested, 0.2% active | Potency, µM (highest dose often 56.1 µM), for inactives: at the top dose activity change, negative = inhibition, usual class: inhibitors | recombinant BLM DNA unwinding, fluorescence dequenching | AID 2528;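 further: potency means the concentration at half of the fitted maximal effect; plate controls were vehicle for no effect and no enzyme for full effect; nearly all actives have a fitted effect of over 35% in size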
Pol iota inh = blocks human DNA polymerase iota activity; Q9UNA4; Pol iota fluorescent replication assay, 10 min; Potency, µM (doses to about 115 µM), without a hit: top-dose activity, negative = inhibition, most hits filed as inhibitors; 390,000 tested, 1% active; AID 588590; further: potency means the concentration at half of the fitted maximal effect
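Pol iota at 10 nM preincubated 15 min with compounds at room temperature; reaction started with fluorescent substrate, 50 nM final. Fluorescence read kinetically at 0 and 10 min; buffer-only wells as negative control.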
POLB inh = blocks human DNA polymerase beta activity; P06746; Pol beta primer extension/strand displacement, fluorescence kinetic; Potency, µM (titrated, usually from 114 µM), inactives show at the highest dose activity change, negative = inhibition, actives largely listed as inhibitors; 340,000 tested, 1.3% active; further: potency means the concentration at half of the fitted maximal effect; on the % scale 0 is the no-effect control and ±100 the full control effect
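Reaction started by 50 nM substrate onto compound-treated Pol beta (10 nM, 15 min preincubation, room temperature); plates read at 0 min and 10 min. Normalized concentration-effect data fitted by four-parameter Hill equation.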
Pol eta inh = blocks human DNA polymerase eta activity; Q9Y253; recombinant Pol eta, fluorescent DNA replication assay; Potency, µM (doses to about 114 µM), inactives show at the highest dose activity change, negative = inhibition, hits mostly inhibitors; 390,000 tested, 1.2% active; further: potency means the concentration at half of the fitted maximal effect; on the % scale 0 is the no-effect control and ±100 the full control effect
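Pol eta (10 nM) was preincubated with compounds for 15 min at room temperature, after which fluorescent replication substrate (50 nM final) was added to start the reaction. Fluorescence was read kinetically at 0 and 10 min.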
APE1 inh = blocks human APE1 abasic DNA cleavage | 350,000 tested, 0.35% active | recombinant APE1, TAMRA/BHQ-2 abasic DNA cleavage fluorescence | Potency, µM (doses to about 65.8 µM), for inactives: at the highest dose activity change, negative = inhibition, hits mostly inhibitors | P27695;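 further: potency means the concentration at half of the fitted maximal effect; plate controls were vehicle for no effect and reference inhibitor for full effect; nearly all actives have a fitted effect of over 55% in size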
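APE1 at 0.75 nM preincubated 15 min at room temperature with compound. Reaction then started with 50 nM double-stranded THF-abasic substrate labelled with TAMRA/BHQ-2, and 525/598 nm fluorescence read kinetically. Activity taken as third-minus-first read difference, normalized to DMSO and NSC13755 controls.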
Pol kappa inh = inhibitors of human DNA polymerase kappa; 400,000 tested, 0.53% active; Potency, µM (top dose mostly 107 µM), without a hit: at the top dose activity, negative = inhibition, actives largely listed as inhibitors; purified Pol kappa, fluorescent DNA synthesis assay, 10 min; further: potency means the concentration at half of the fitted maximal effect; on the % scale 0 is the no-effect control and ±100 the full control effect
Target sequence (Q9UBT6 whole entry, looked up): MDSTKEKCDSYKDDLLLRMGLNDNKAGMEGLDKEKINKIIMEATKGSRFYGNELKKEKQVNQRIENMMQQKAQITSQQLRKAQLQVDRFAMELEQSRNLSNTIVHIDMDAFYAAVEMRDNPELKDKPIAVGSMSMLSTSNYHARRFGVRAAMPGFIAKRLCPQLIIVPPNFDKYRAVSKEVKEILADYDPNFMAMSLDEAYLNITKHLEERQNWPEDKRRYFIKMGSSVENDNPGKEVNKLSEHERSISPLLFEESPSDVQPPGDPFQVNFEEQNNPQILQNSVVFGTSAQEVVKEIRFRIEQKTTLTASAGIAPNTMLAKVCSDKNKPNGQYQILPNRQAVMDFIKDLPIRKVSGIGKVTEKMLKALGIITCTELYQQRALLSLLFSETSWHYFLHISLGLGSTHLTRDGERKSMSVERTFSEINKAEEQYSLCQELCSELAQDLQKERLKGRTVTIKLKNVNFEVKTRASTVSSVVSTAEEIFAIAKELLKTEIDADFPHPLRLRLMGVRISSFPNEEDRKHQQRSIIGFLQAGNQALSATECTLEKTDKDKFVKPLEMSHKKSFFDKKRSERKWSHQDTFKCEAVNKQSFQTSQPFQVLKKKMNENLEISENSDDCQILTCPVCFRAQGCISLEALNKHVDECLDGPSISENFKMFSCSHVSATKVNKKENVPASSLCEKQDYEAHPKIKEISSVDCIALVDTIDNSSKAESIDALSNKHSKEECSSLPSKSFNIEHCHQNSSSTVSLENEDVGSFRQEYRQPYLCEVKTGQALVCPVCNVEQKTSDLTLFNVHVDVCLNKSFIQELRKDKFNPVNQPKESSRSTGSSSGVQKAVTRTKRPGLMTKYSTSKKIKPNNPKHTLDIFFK
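Pol kappa 10 nM + cpd, 15 min RT; start w/ substrate 50 nM final; fluorescence kinetic read, 0 and 10 min. Neg ctrl: buffer, no enzyme.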
An asterisk follows results filed as active; i = inactive; ? = inconclusive; . = no result given; & = joins results of further samples; [ ] = another dose, or the depositor's remark. Unless noted, the call rests on the fitted dose curve; in most records, active means well fitted curve in the direction sought with a large enough effect; inconclusive means small, poorly fitted or top-dose-only effect, or another doubt; inactive means no such curve, though single readings can be large; an effect the other way counts as inactive or inconclusive. Only part of the results is shown. The share of hits here may be higher or lower than overall.

SMILES | PGK inhibitor | Apoferritin bind | RXFP1 antag | BLM helicase inh | Pol iota inh | POLB inh | Pol eta inh | APE1 inh | Pol kappa inh
NC(Cc1ccc(O)cc1)C(=O)NN=Cc1ccc(N(CCCl)CCCl)cc1 (centres undefined) | i | . | 3 | . | 13% | . | -12% | . | -10%
C=C1C/C(=C/C)C(=O)O[C@@H]2CCN3CC=C(COC(=O)[C@]1(C)O)[C@H]23 | -4% | 9% | -2 | -1% | 11% | 8% | -1% | 0% | 0%
COc1cc(CNC(=O)CCCC/C=C/C(C)C)ccc1O | -1% | . | . | -5%&-6%&1%&1% | 27% | . | -13% | -10%&-7%&-10%&2%&-5%&18% | 11%
Cc1ccc(C[N+](C)(C)C)o1 | . | 5%&0% | . | 1%&-1% | . | . | . | -1%&1%&0% | 1%[19.4 µM]
Cc1ccc2nsnc2c1-n1c(C)nc2ccccc2c1=O | -3% | ? | 1 | -2% | 51%[activator] | 17% | -4% | -5% | -14%
CC(C)N1CCN(Cc2cccc([N+](=O)[O-])c2)CC1 | -12% | -3% | -12 | 0% | 43%[activator] | -13% | -5% | 3% | -5%
Cc1nn(-c2ccccc2)c2c1C(c1ccc3c(c1)OCO3)SCC(=O)N2 (centres undefined) | 2% | -11% | 4 | -2% | 6% | 2% | 0% | 9% | -8%
CC(=O)NC(=O)NC(C)Cc1ccccc1 (centres undefined) | 2% | -17% | 5 | -4% | 3% | 39% | 0% | 1% | -15%
O=[N+]([O-])c1cc(Cl)c(Cl)cc1Cl | -9% | . | . | . | 19% | . | -3% | 2%&14% | 0%
O=P1(Nc2ccc(F)cc2)COc2ccccc2OC1 | -6% | -9% | -5 | -1% | 11% | 0% | 7% | 2% | -9%
O=C(Cn1c(=O)n(CC2CS2)c2ccccc21)N1CCCCC1 (centres undefined) | 3% | -11% | -1 | -1% | 68%[activator] | -24% | 11% | ? | -9%
CN1C(=O)NC(=O)/C(=C\c2ccc([N+](=O)[O-])o2)C1=O | ? | -7% | -38 | 22% | 2.5µM* | 100µM* | 2.2µM* | ? | 14µM*
CCC1(c2ccccc2)C(=O)NC(=O)N(C)C1=O (centres undefined) | . | -2% | . | -8% | . | . | . | -3% | 3%[60.1 µM]
O=C(Nc1cccc(OC(=O)N2CCCCC2)c1)N1CCCCC1 | -4% | -8% | -6 | -3% | 10% | 1% | 3% | -3% | -2%
C=CCc1ccc2c(c1)OCO2 | . | 2% | . | 4% | . | . | . | 0%&-3% | -8%[60.1 µM]
O=C(c1ccc(Cl)cc1)C1CCCN(Cc2ccc3ncccc3c2)C1 (centres undefined) | -6% | ? | -10 | 2% | 32%[activator] | 0% | -7% | -3% | -3%
C=CCn1c(O)c(C(CC)=Nc2ccccc2NC(C)=O)c(=O)[nH]c1=O | i | -8% | -4 | 1% | -9% | 3% | -11% | 0% | -5%
C=CCn1c(O)c(/C=N/N2CCOCC2)c(=O)[nH]c1=S | . | -4% | -1 | 1% | -18% | 9% | 0% | 3% | -4%
COC(=O)C(O)(c1ccc(N(C)C(=O)c2cccs2)cc1)C(F)(F)F (centres undefined) | 3% | ? | -1 | -7% | 80%[activator] | 5% | -13% | 5% | 2%
CCCCN(Cc1ccccc1)C1CCN(CCc2ccccc2)CC1 | -2% | 1% | -23 | 3% | 30% | 28% | -27% | 4% | 1%
O=C1N(c2ccccc2)C(c2cccnc2)N2CCCN12 (centres undefined) | -7% | -2% | -38 | 2% | 91%[activator] | -17% | -13% | 15% | 12%
C[C@]12CC[C@H](OS(=O)(=O)O)CC1=CC[C@@H]1[C@@H]2CC[C@]2(C)C(=O)CC[C@@H]12 | -9%&1%&9% | . | . | . | 11%&-4%&7% | . | -1%&-1%&4% | 15%&16%&-3% | -5%&-14%&-5%
CC(Cc1ccccc1)NCC(=O)Nc1cc(N(C)C)nc2ccccc12 (centres undefined) | -7% | -8% | -30 | 2% | 32%[activator] | 14% | -10% | -9% | -18%
COC(=O)[C@@H](N)CCCN=C(N)N[N+](=O)[O-] | -3% | 1%&12%&2% | . | 4%&5%&3%&-1% | 30%[activator] | -2% | -16% | ? | -7%[60.1 µM]
CN(C)CP(=O)(Nc1ccccc1)N(C)C (centres undefined) | -1% | -12% | -26 | 2% | 11% | 24% | -11% | -3% | -2%
Cc1onc(-c2c(Cl)cccc2Cl)c1C(=O)Nc1ccc2c(C(F)(F)F)cc(=O)oc2c1 | 0% | 56%[activator] | -7 | -1% | 6% | 2% | -20% | ? | -14%
O=C(CN1C(=O)COc2ccccc21)N1CCC2(CC1)OCCO2 | -5% | 5% | 1 | 1% | 0% | 1% | -19% | 47% | 4%
O=C1NC(=O)N(Cc2ccco2)C(=O)/C1=C/C=C/c1ccco1 | ? | -2% | -33 | -3% | ? | ? | 4µM* | 2.8µM* | 14µM*
C=CCCC1(C2=CCCCC2)C(=O)NC(=O)NC1=O | i | . | 1 | . | -1% | . | 0% | . | -4%
CN1CCc2c([nH]c3ccccc23)C1 | -9% | -3% | . | 24% | 7% | 12% | -11% | 0% | 2%
COc1ccc(Br)cc1CN1CCN(C(=O)Cc2ccccc2)CC1 | -8% | -10% | -13 | -2% | 12% | 41% | -11% | 2% | 0%
CCc1ccc(N(CC)C(=O)CCn2cnc3onc(-c4ccc(F)cc4)c3c2=O)cc1 | 0% | -13% | -23 | -6% | ? | 12% | -7% | . | -3%
CCc1cccc(CC)c1NC(=S)N1CC2CC(C1)c1cccc(=O)n1C2 (centres undefined) | 1% | -1% | -7 | 1% | 8% | -11% | -13% | 10% | -4%
Cc1csc2nc(COC(=O)c3ccccc3NC(=O)c3ccc(F)cc3)cc(=O)n12 | i | 41%[activator] | -4 | 1% | -3% | 33%[activator] | -11% | . | 0%[60.1 µM]
CC(C)C(C)(NC(=O)c1cccn(Cc2ccc3c(c2)OC(F)(F)O3)c1=O)C(N)=O (centres undefined) | 3% | -17% | 4 | -3% | 21% | 5% | 0% | 0% | -8%
S=C1CN=C(c2ccccc2Cl)c2cc(Cl)ccc2N1 | 2% | -14% | -28 | 0% | 75%[activator] | -25% | -31% | -7% | -7%
CCOC(=O)[C@]12Cc3cc(OC)c(OC)cc3[C@H]1N(Cc1ccccc1)C(=O)c1ccccc12 | -3% | . | . | . | 35%&2%[activator] | . | -13% | . | -18%&-9%
O=C(CN1C(=O)COc2ccc(Cl)cc21)Nc1ccc2c(c1)OCCO2 | -5% | 1% | -8 | -1% | -14% | ? | -10% | -6% | -22%
CCCNS(=O)(=O)c1ccc(OCC(=O)N2CCN(Cc3ccc4c(c3)OCO4)CC2)cc1 | 1% | -10% | -6 | -6% | 4% | 0% | -9% | -2% | -6%
Cc1ccccc1-n1c(O)c(/C=N/Nc2nc3c(c(=O)n(C)c(=O)n3C)n2C)c(=O)[nH]c1=S | -10% | -9% | -4 | 0% | 8% | 9% | ? | 9% | -3%
COC(=O)C(O)(c1ccc2c(c1)CCCN2)C(F)(F)F (centres undefined) | -2% | ? | -11 | 3% | ? | 18% | 6% | 0% | -6%[60.1 µM]
CC[n+]1c(/C=C/C=C/c2ccc(N(C)C)cc2)sc2ccccc21 | ? | -8% | . | -1% | 76%[activator] | -1% | ? | 13% | -32%
CC(C)NC(=O)Cn1cc(C(=O)c2ccccc2)c2ccccc21 | -5% | 2% | 11 | -1% | -23% | -11% | -8% | 10% | -8%
Nc1c(C(=O)NCc2ccco2)c2nc3ccccc3nc2n1CCN1CCCCC1 | . | 97%[activator] | -2 | -11% | -11% | ? | -19% | ? | -30%
O=C1Nc2ccccc2C2(CCN(CCc3ccc(C(F)(F)F)cc3)CC2)O1 | . | ? | . | 0%&-6% | . | . | . | ? | -1%[60.1 µM]
CNCC(O)c1cc(F)c(OCc2ccccc2)c(OCc2ccccc2)c1F (centres undefined) | 6% | . | . | . | -10% | . | -25% | . | -3%
NC(CP(=O)(O)O)C(=O)O (centres undefined) | . | . | . | . | 2%[58.9 µM] | 10%[57.1 µM] | -6%[57.1 µM] | -2%&4% | 1%[60.1 µM]
CCCCOCCCN1C(C)=CC(=C2C(=O)NC(=S)NC2=O)C=C1C | -2% | 2% | 20 | -2% | 24% | 21% | -8% | -10% | 1%
COC(=O)C1=C(c2ccc(Cl)c(C(F)(F)F)c2)C[C@@H]2CC[C@H]1N2C(=O)NCc1ccco1 | 3% | . | . | . | -19% | . | -16% | -16% | -16%
COc1cc(C(=O)OCc2cc(=O)c(O)co2)ccc1OC(F)F | -5% | -4% | 18 | -2% | -4% | ? | -4% | 11% | -9%
CC1=C(C(=O)Nc2ccccc2)SCCO1 | -8% | -17% | . | 2% | 24% | 7% | -19% | 4% | 6%
NCCNc1ccc([N+](=O)[O-])c2cccnc12 | -8% | ? | -3 | 42%[activator] | 0% | 4% | -19% | -6% | 5%
CCc1ccc(NC2=NCCCS2)cc1 | -2% | 6% | -7 | -1% | 49%[activator] | 27% | -11% | 33% | 11%
O=c1[nH]c(=O)n(Cc2ccccc2)c(O)c1C=Nc1ccc(CN2CCOCC2)cc1 | -8% | -10% | -3 | -8% | 11% | 23% | -1% | 3% | -20%
CN1CC[C@@]23CCCC[C@@H]2[C@@H]1Cc1ccc(O)cc13 | -9% | 1% | . | 4% | 16% | 31% | 2% | -1% | 6%
COc1ccc(C2C(C#N)=C(N)Oc3c2c(=O)oc2ccccc32)cc1Cn1cc([N+](=O)[O-])cn1 (centres undefined) | -9% | -24% | 5 | -9% | -14% | -25% | -22% | -6% | -12%
Nc1ncnc2c1ncn2[C@@H]1O[C@H](COP(=O)(O)CP(=O)(O)O)[C@@H](O)[C@H]1O | -7% | 1% | . | . | 15% | . | -20% | 4% | 4%[19.4 µM]
